# Vif imaging = HIV Vif self-association inhibitors, primary screen, imaging, HEK293T, single point. HEK293T cells, Vif self-association by quenched fluorescence, 24 h. inhibition, % at 7.49 µM. 0.35% of 340,000 active. AID 602346, 2012; in the data active = inhibition above about 50%, passing the limit was not always enough; also: some results filed as inactive read as strong as hits
# Granule exo inh = LAMP-1 surface exposure blockers, TALL-104 cells – cell-based, flow cytometry, MLPCN library, primary screen | TALL-104 LAMP-1 surface exposure; cells stimulated with thapsigargin and PMA | inhibition, % at 10 µM | 0.66% of 360,000 active;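 active = inhibition above about 55%, limit read from the data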
# H9c2 protect = cardioprotection against H2O2-induced cell death, primary screen, uHTS, H9c2 cells, ATPLite luminescence; AID 588492, 2011; H9c2 cardiomyocytes, H2O2 injury protection, 2 h; protection from H2O2 cell death, % at 20 µM; 0.63% of 360,000 active;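 active = compounds giving at least 50% protection of heart cells from peroxide-induced death in the single-dose screen, raw or plate-pattern-corrected value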;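 also: 0% = DMSO wells with peroxide and 100% = DMSO wells without peroxide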
# ABCB6 inh MLPCN = ABCB6 transporter inhibitors, primary screen, K562-ABCB6 cells, flow cytometry, MLPCN library; ATP-binding cassette sub-family B member 6 (Homo sapiens), Q9NP58; K562-ABCB6 porphyrin accumulation, 1 h; stronger effect = lower value; fluorescence ratio to DMSO, % at 10 µM; 0.19% of 360,000 active; AID 602162, 2011;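 active = fluorescence ratio to DMSO below 75%, the collection mean minus 3 SD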;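 also: signal is porphyrin accumulated inside mitochondria; 100% equals median channel fluorescence of DMSO control wells; lower ratio means ABCB6 inhibition with less porphyrin fluorescence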
# HTR2A ag = mouse Htr2a agonists via beta-arrestin recruitment, primary screen, cell-based, luminescence; 5-hydroxytryptamine receptor 2A (Mus musculus), P35363; CHO-K1 mHTR2A beta-arrestin complementation; percent of 30 µM serotonin response; activation, % at 7.6 µM; 0.66% of 360,000 active;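 active = activation above a run cutoff, the mean activation of all tested compounds plus 3 SD, cut at about 14% in these data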;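 also: 0% = plate median of compound wells and 100% = 30 µM serotonin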
# Target sequence (P35363 whole entry, looked up): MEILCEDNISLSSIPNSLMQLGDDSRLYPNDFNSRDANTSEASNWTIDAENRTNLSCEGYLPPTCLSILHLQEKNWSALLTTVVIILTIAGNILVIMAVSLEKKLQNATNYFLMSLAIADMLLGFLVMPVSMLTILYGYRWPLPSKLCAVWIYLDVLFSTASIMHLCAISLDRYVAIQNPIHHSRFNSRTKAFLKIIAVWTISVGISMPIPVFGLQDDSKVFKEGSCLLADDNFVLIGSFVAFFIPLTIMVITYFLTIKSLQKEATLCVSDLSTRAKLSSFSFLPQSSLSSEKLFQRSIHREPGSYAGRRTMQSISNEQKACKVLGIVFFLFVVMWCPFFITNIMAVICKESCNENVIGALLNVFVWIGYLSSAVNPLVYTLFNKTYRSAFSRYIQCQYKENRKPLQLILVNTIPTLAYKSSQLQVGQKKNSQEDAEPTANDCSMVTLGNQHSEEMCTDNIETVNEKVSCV
# iPSC survival up = enhancers of single-cell hiPSC survival, primary screen, ATPlite luminescence; 100% = ROCK inhibitor wells, 0% = DMSO; survival enhancement, % at 20 µM; 0.044% of 360,000 active; in the data active = survival enhancement above about 18%;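 also: cells exposed to compounds for 16 hours before the ATP read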
# aDG glyco up = activators of alpha-DG glycosylation, primary screen, uHTS, Pro5-aDG cells, AlphaScreen; alpha-DG glycosylation AlphaScreen (IIH6); 0% Pro5, 100% B10-LARGE cell signal; activation, % at 10 µM; 0.22% of 360,000 active;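 active = activation of at least 8% versus controls, or a plate z-score of at least 8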;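 also: Pro5 are CHO cells carrying HIG-tagged alpha-DG that lacks glycosylation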
# CaV13 ICDI inh = Primary screen for inhibitors of IQ motif and Ca2+-dependent inactivation inhibitor domain binding in CACNA1D, Förster resonance energy transfer in living cells, …; HEK cells, CFP/YFP FRET ICDI-IQ, plate reader, 10 min; percent FRET-ratio fall versus neutral wells; 0.098% of 340,000 active; inhibition, % at 12.3 µM;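 active = mean replicate inhibition of at least 30% and at least 1% of replicates passing that level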;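 also: 0% = median of the neutral control wells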
# Glyco luc inh = increase of ERlucT glycosylation luciferase signal, primary screen, N-linked glycosylation inhibitor project, D54 ERlucT cells, luminescence, set 2. D54 ERlucT glycosylation luciferase reporter, 24 h; percent of 100 nM tunicamycin response. reporter increase, % at 12.5 µM. 0.23% of 360,000 active. AID 588692, 2011;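 active = mean luciferase reporter signal, scaled so untreated is 0 and the glycosylation-blocking control 100, at or above a set limit in every replicate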;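 also: luciferase carries N-glycosylation sites so blocking glycosylation raises the light; 0% = median of neutral control wells and 100% = median of 100 nM tunicamycin wells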
# PDI inh = inhibitors of human PDI, primary screen, biochemical, turbidity, single point, plate reader. Protein disulfide-isomerase (Homo sapiens), P07237. PDI insulin aggregation turbidity, A650, 90 min. inhibition, % at 10 µM. 0.052% of 350,000 active;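 active = mean inhibition across replicates of 30% or more, whatever share of single replicates reach that level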;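 also: absorbance from insulin aggregation driven by PDI reduction with DTT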
# Target sequence (P07237 whole entry, looked up): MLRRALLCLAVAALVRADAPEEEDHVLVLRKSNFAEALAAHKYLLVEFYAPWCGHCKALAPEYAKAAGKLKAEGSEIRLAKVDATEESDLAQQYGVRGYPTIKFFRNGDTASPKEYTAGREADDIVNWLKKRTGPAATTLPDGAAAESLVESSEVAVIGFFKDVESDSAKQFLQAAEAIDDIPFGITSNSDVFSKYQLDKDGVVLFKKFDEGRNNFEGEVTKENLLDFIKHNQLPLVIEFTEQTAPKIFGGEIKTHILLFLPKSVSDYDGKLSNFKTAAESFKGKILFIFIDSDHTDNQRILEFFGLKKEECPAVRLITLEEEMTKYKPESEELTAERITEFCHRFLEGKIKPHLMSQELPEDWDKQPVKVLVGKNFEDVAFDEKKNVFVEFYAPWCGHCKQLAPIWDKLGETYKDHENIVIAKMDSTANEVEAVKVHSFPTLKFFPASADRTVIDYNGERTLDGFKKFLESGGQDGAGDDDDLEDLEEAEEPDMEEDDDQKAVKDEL
# An asterisk follows results filed as active; · = no result given.
no.	SMILES	Vif imaging	Granule exo inh	H9c2 protect	ABCB6 inh MLPCN	HTR2A ag	iPSC survival up	aDG glyco up	CaV13 ICDI inh	Glyco luc inh	PDI inh
1	Cc1ccc(S(=O)(=O)Nc2ccc3c(c2)CC(=O)N([C@H](C)CO)C[C@@H](C)[C@H](CN(C)Cc2ccc(-c4ccccc4)cc2)O3)cc1	0.4	-11.3	-7.7	98.0	19.0*	-3.7	0.7	·	-4.5	14.4
2	COc1ccc(O)c(CN2CCCC(N3CCc4ccccc4C3)C2)c1 (centres undefined)	0.8	23.8	12.8	95.0	-3.5	-0.5	0.0	-2.6	-0.6	15.6
3	O=C1C(Cl)=C(N2CCOCC2)C(=O)N1CCc1ccccc1	10.0	-1.2	4.6	99.0	-3.1	0.4	0.2	-2.8	-4.5	13.2
4	COc1ccc(CN2CCNC(=O)C2CC(=O)N(C)CC2CCOCC2)cc1C (centres undefined)	·	23.5	5.9	98.0	5.2	-0.4	0.0	·	2.4	3.9
5	CCOC(=O)c1cc2ccccc2n1CCN(CC)CC	·	-2.6	0.7	103.0	-3.1	-4.0	0.1	-4.1	0.3	-9.6
6	COc1ccc(NC(=O)c2cc3c(CO)cnc(C)c3oc2=Nc2cc(OC)cc(OC)c2)cc1	-8.9	12.6	6.6	94.0	3.7	0.1	-0.1	-18.8	-10.3	7.2
7	CS(=O)(=O)Nc1ccc(C(=O)CSc2nnc(C3CC3)n2C2CC2)cc1	3.9	2.3	0.8	99.0	0.8	-0.3	0.0	-6.2	1.2	4.7
8	Cc1cccc(OCCNc2cc(N3CCN(CCO)CC3)ccc2[N+](=O)[O-])c1	-17.8	7.1	25.0	99.0	-10.0	1.3	0.0	-2.6	15.1	-0.8
9	O=[N+]([O-])c1ccccc1OCc1nc(-c2cccs2)no1	-3.2	-2.0	-4.0	96.0	1.3	1.1	0.0	-2.4	-9.9	-0.9
10	CCOC(=O)N1CCN(CC(O)COc2ccc(-c3ccccc3)cc2)CC1 (centres undefined)	-6.3	-0.2	-3.5	102.0	-4.5	-0.3	0.4	-2.2	0.2	-0.8
11	CC(C)CC(NC(N)=O)C(=O)OCC(=O)Nc1ccc(OC(F)F)cc1 (centres undefined)	3.3	-0.1	-13.0	96.0	4.0	1.0	0.0	-6.5	1.3	-2.5
12	O=C(/C=C/c1ccc(O)c(O)c1)NC(=O)c1ccccc1O	18.6	1.7	-7.7	98.0	5.0	-1.0	0.0	·	-5.6	·
13	Brc1ccc(Oc2ncc(CN3CCN(c4ccccc4)CC3)s2)cc1	0.6	2.2	-28.5	96.0	14.3	-3.5	0.4	-3.1	0.2	-7.7
14	COc1ccc(NC(=O)CN(c2ccc([N+](=O)[O-])cc2)S(=O)(=O)c2ccccc2)cc1	9.4	10.7	8.8	100.0	-10.7	-1.0	-0.2	-7.8	7.9	-2.0
15	COc1ccc(C(=O)C(C)N(C(=O)c2ccc(Cl)cc2Cl)N2C(=O)C3C4C=CC(C4)C3C2=O)cc1 (centres undefined)	·	-0.1	3.6	99.0	-3.5	-1.2	-0.4	-8.1	-5.6	8.4
16	O=C(CSc1nc2ccccc2[nH]1)N1CCN(c2ccc(F)cc2)CC1	-12.0	-1.7	10.0	99.0	-3.2	-2.8	-0.1	·	-1.1	0.8
17	CCOc1ccccc1NS(=O)(=O)c1c(C)noc1C	7.6	-1.5	0.0	99.0	-0.2	-0.5	-0.2	·	-0.1	-4.6
18	COc1ccccc1C(=O)N1CCN(Cc2cccnc2)CC1	5.4	-7.1	2.7	97.0	4.3	1.2	0.2	-2.9	-1.7	-1.6
19	Cc1ccc(S(=O)(=O)NCC(=O)OCC(=O)N2CC(C)OC(C)C2)cc1 (centres undefined)	·	11.0	1.0	99.0	3.2	-2.0	-0.1	-2.3	3.7	-4.3
20	COc1cc2cncc(Cc3ccccc3)c2cc1O	3.1	6.7	7.1	101.0	-5.5	-2.8	0.0	-3.6	-1.3	-8.7

# The closing four records of the part before are carried over, then new ones follow:
no.	SMILES	Vif imaging	Granule exo inh	H9c2 protect	ABCB6 inh MLPCN	HTR2A ag	iPSC survival up	aDG glyco up	CaV13 ICDI inh	Glyco luc inh	PDI inh
17	CCOc1ccccc1NS(=O)(=O)c1c(C)noc1C	7.6	-1.5	0.0	99.0	-0.2	-0.5	-0.2	·	-0.1	-4.6
18	COc1ccccc1C(=O)N1CCN(Cc2cccnc2)CC1	5.4	-7.1	2.7	97.0	4.3	1.2	0.2	-2.9	-1.7	-1.6
19	Cc1ccc(S(=O)(=O)NCC(=O)OCC(=O)N2CC(C)OC(C)C2)cc1 (centres undefined)	·	11.0	1.0	99.0	3.2	-2.0	-0.1	-2.3	3.7	-4.3
20	COc1cc2cncc(Cc3ccccc3)c2cc1O	3.1	6.7	7.1	101.0	-5.5	-2.8	0.0	-3.6	-1.3	-8.7
21	COc1ccc2c(c1OC)C(=O)N(c1cccc(/C=C/C(=O)O)c1)C2	-12.4	-0.7	-13.3	99.0	2.1	-0.2	0.0	-4.5	0.8	10.7
22	CCOc1ccccc1NC(C)C(=O)NC(=O)NC1CCCCC1 (centres undefined)	-3.9	-2.4	1.6	104.0	-9.1	0.9	-0.1	-2.5	3.3	-5.3
23	O=C(Nc1cccc(F)c1)c1cc(-c2ccco2)nc2ccccc12	-4.9	-8.1	3.5	95.0	0.1	-0.7	0.1	2.9	0.4	-2.6
24	COc1ccc([C@@H]2C[C@H](c3ccccc3)Oc3cc(OC)c(OC)c(OC)c32)cc1	-3.1	5.6	-12.5	89.0	-4.5	0.1	-0.3	-5.7	-2.4	-2.4
25	COc1ccc(C2NC(=O)CS2)cc1 (centres undefined)	3.3	0.8	-11.0	100.0	7.1	-1.9	-0.1	-3.6	1.4	-4.5
26	CCCNC(=O)C1(C)CCN(C(=O)c2ccc(F)cc2Cl)C1 (centres undefined)	7.9	-0.8	-0.3	93.0	7.8	1.8	0.0	-16.8	-12.8	-1.8
27	COc1ccc(Nc2nnc(SCC(=O)N(CC(C)C)C3CCS(=O)(=O)C3)s2)cc1 (centres undefined)	-9.1	-1.1	-11.1	100.0	-2.9	-2.9	1.3	-17.5	-2.2	5.0
28	Cc1c(Cl)cccc1NC(=O)CN1CCN(CCO)CC1	2.8	1.1	5.4	100.0	0.5	-0.2	-0.1	-3.9	1.3	5.0
29	COc1ccc(-c2cnc3c(NC=O)cc(-c4ccoc4)cn23)cc1OC	-1.7	15.2	14.3	98.0	4.0	0.4	0.3	-10.3	12.9	-1.2
30	COc1cc(C(C)=O)ccc1OCCCN1CCC(Cc2ccccc2)CC1	0.1	64.2*	-0.8	94.0	-6.2	-0.6	0.2	-20.0	4.4	5.4
31	COc1cccc(C2NC(=O)NC(C)=C2C(=O)Nc2ccc(C)cc2)c1OC (centres undefined)	3.1	-4.1	4.2	102.0	0.6	2.6	0.1	-8.0	1.2	2.3
32	CCN(C[C@H]1N[C@@](CC)(C(=O)OC)[C@H]2C(=O)N(Cc3ccccc3)C(=O)[C@@H]12)C(=O)c1ccc(C)cc1	-3.0	-1.4	27.0	98.0	-0.8	3.0	-0.4	-5.3	0.6	7.6
33	COc1ccc(CCNS(=O)(=O)c2cccc([N+](=O)[O-])c2)cc1	5.0	2.9	-2.4	101.0	6.2	1.6	0.0	-4.7	0.2	-5.0
34	CCN(c1ccccc1)S(=O)(=O)c1ccc(Cl)c(C(=O)N2CCCC2)c1	0.6	0.6	-1.5	101.0	14.1	0.6	0.5	-3.1	2.1	-2.0
35	Cc1c(Br)c([N+](=O)[O-])nn1CC(=O)N1CCCc2ccccc21	·	1.5	12.9	107.0	-0.9	6.5	4.4*	-4.2	-0.2	-1.6
36	Cc1ccccc1OCCn1c(CCNC(=O)C(C)C)nc2ccccc21	1.3	-2.6	-0.9	100.0	-4.1	1.2	-0.1	-4.1	-4.0	3.1
37	CCSc1nc2c(c(=O)[nH]1)C(c1cccnc1)C(C(=O)OC(C)C)=C(C)N2 (centres undefined)	2.5	-0.7	5.5	94.0	-1.4	1.6	-0.2	-3.4	3.1	4.3
38	CCS(=O)(=O)Nc1ccc(-c2cc(-c3ccccc3)c3cc(C)ccc3n2)cc1	9.0	2.3	-15.8	101.0	15.1*	-1.4	0.4	-3.3	-3.4	-2.2
39	CC1=C/C(=C/N(C)C)C(=O)O1	-11.4	-2.4	3.0	104.0	-1.4	0.4	0.0	0.1	0.7	7.5
40	COc1ccc(C)cc1NC(=O)CCS(=O)(=O)c1cccc2nonc12	·	-0.7	-1.5	95.0	-2.0	4.1	0.1	-5.4	1.1	0.0
41	COc1ccc(C(C)=O)c(Oc2nc(CN3CCOCC3)nc3scc(-c4cccs4)c23)c1	-8.0	-0.3	12.2	97.0	-0.3	-0.5	0.2	-5.6	0.8	-0.2
42	O=C(/C=C/c1cccs1)N1CCC2(CC1)Oc1ccc(Cl)cc1C(=O)C21CC(c2ccc(Cl)cc2)=NO1 (centres undefined)	2.6	-7.7	-2.3	91.0	2.8	-2.7	-0.6	-6.5	-1.7	-1.1
43	Cc1nn(C(=O)N2CCOCC2)c(C)c1CN1C(=O)c2ccccc2C1=O	1.5	2.4	2.7	103.0	1.6	0.1	0.0	-4.8	2.3	2.2
44	COc1ccc(C(=O)N2CCCCCC2)cc1OC1CCN(C(C)C)CC1	-4.0	-3.0	0.2	95.0	-0.5	-0.4	0.0	-3.5	-0.8	-0.8
45	COC(=O)CCC(=O)OC1(C)C(=O)C2=CN(C3CC3)C(c3ccc(OC)cc3)=CC2=C(Br)C1=O (centres undefined)	6.3	-0.7	-1.5	113.0	6.1	2.3	0.3	-6.0	2.2	6.2
46	C#CC(C)(C)NC(=O)c1ccccc1OC	2.4	-1.2	5.4	88.0	2.6	1.5	0.1	·	2.3	3.6
47	Cc1ccc(NC2OC(C(O)CO)C(O)C2O)cc1[N+](=O)[O-] (centres undefined)	20.6	4.6	-1.7	97.0	5.3	3.0	0.1	-5.0	-8.3	-1.6
48	CCOC(=O)c1cnc2c(ccc3ccccc32)c1Cl	-1.9	-4.6	-7.2	103.0	2.9	-0.8	0.0	0.4	-0.6	-6.0
49	COC(=O)c1ccc(C2C(C(=O)Nc3ccc(C)cc3C)=C(C)Nc3ncnn32)cc1 (centres undefined)	-3.6	5.2	16.2	98.0	-3.5	1.2	-0.1	-7.4	-6.2	8.6
50	CC1(Oc2ccccc2-c2ccno2)CCN(Cc2csc3ccccc23)C1 (centres undefined)	-9.6	6.1	-16.8	100.0	-0.8	4.2	-0.4	-6.8	-0.3	-3.1
51	O=C(NC1CCCC1)C(c1ccncc1)N(C(=O)Cc1cccs1)c1ccccc1 (centres undefined)	22.1	-7.7	8.7	103.0	2.4	-0.2	0.0	-3.5	1.4	-23.0
52	Cn1nnnc1SCC(=O)Nc1ncc(Cl)cc1Cl	-8.9	-2.5	7.6	95.0	0.6	0.2	-0.1	-8.6	0.4	11.1

# High-throughput results as filed in PubChem.
